Compound activity (PubChem BioAssay)
EWS-Fli inh = inhibitors of EWS/Fli oncoprotein transcriptional activity. inhibition, % at 12.6 µM. hit rate 0.67% among 350,000. A673 NR0B1-luciferase reporter, viability-normalised;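 active means mean inhibition of at least 50% after viability correction, with every replicate also passing that limit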;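 further: firefly luciferase signal divided by Alamar Blue viability fluorescence both relative to DMSO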
RAD52 inh = inhibitors of human RAD52 DNA annealing; recombinant RAD52 DNA annealing, FRET fluorescence; inhibition, % at 18.7 µM; hit rate 0.46% among 360,000; AID 651710;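 active means every replicate showing at least 50% inhibition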
S100A4 MyoIIA = S100A4-myosin IIA interaction inhibition; P26447; S100A4/TAMRA-MyoIIA peptide fluorescence polarization; AID 652163; inhibition, % at 10.7 µM; hit rate 0.14% among 360,000;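 active means mean inhibition of at least 70% across replicates, with every replicate also reaching that level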
Target sequence (P26447 whole entry, looked up): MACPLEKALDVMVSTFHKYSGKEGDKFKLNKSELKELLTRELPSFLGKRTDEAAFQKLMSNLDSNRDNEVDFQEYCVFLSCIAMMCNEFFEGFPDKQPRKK
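Test system: S100A4 monomer protein; Medium: HEPES pH 7.2 with CaCl2, KCl, NaCl, DTT, Triton; Probe or stimulus: TAMRA-labelled myosin IIA heavy-chain peptide probe, 5 nM; Doses: one dose per compound; Times: polarization read 5 min after assay mix addition, stable 5–60 min; Benchmarks: neutral control DMSO, positive control TFP.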
esBAF inh = inhibitors of esBAF chromatin remodeling in mouse ES cells; Bmi1-luciferase knock-in reporter, 24 h; 100% = twice the neutral-well signal; hit rate 2% among 350,000; reporter increase, % at 12.5 µM; AID 602393; in the data active means activation above about 40%;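 further: 0% = median of the plate's neutral control wells and 100% = double that signal; a rise in the Bmi1 reporter signal indicates esBAF inhibition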
FN deposition inh = fibronectin deposition inhibition. AH1F fibroblasts, Alexa488-fibronectin deposition fluorescence, overnight. inhibition, % at 12.6 µM. hit rate 0.086% among 350,000. AID 743247;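 active means mean inhibition across replicates of 30% or more, regardless of how many single replicates reach that level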;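 further: positive control wells lacked labelled fibronectin entirely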
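material = AH1F fibroblast monolayer depositing Alexa488-labelled fibronectin into matrix | amount = 10000 AH1F cells/well | buffer or medium = DMEM plus 2% serum, read in PBS | incubation = 1 h cell adhesion before compound, then overnight fibronectin incubation | detection = fluorescence at 485 nm excitation, 525 nm emission | evaluation = percent inhibition as loss of matrix-bound fibronectin fluorescence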
Xi reactivation = activators of X-chromosome reactivation in mouse fibroblasts | AID 743238 | hit rate 0.055% among 360,000 | XiGFP mouse fibroblasts, % GFP-positive cells imaging, 3 d; cells co-treated with 5-aza-dC sensitizer; scaled so ellipticine positive control = 100% | activation, % at 7.58 µM;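 active means mean normalized replicate activation at least 10% and every replicate at or above 10%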;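 further: 0% = median of on-plate neutral control wells and 100% = ellipticine 6 µM median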
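System: 68-5-11 XiGFP fibroblast line | Buffer or medium: DMEM containing 5-aza-dC | Compound: Single point | Times: Compounds 3 days, fix/stain 15 min at room temperature | Benchmarks: Positive control ellipticine, 6 µM final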
E-sel inducer = E-selectin induction on HUVECs; hit rate 0.37% among 260,000; AID 686992; activation, % at 7.58 µM; P16581; HUVEC E-selectin immunofluorescence imaging; normalized: neutral wells 0, TNF-alpha wells 100;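 active means mean E-selectin-positive cell signal at least 10% of the positive control, reached in at least 60% of replicates, without over 20% cell loss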;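 further: in these data hits start at about 27%; measured in HUVEC primary endothelial cells; signal is the percent of cells scored E-selectin positive by PE staining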
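Test system: HUVEC | Signal: Immunofluorescence imaging | Read-out: Percent E-selectin-positive cells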
RAD54 inh = RAD54 (human) branch migration inhibition | inhibition, % at 10.4 µM | Q92698 | hit rate 0.14% among 360,000 | RAD54 Holliday junction branch migration, FAM/BHQ fluorescence | AID 602329;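 active means mean normalized replicate activity at least 40 and at least half of replicates scoring 40 or more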;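 further: 0% = median of neutral control wells and 100% = median of positive control wells; inhibitors cause a drop in the FAM fluorescence signal; in these data hits start at about 50%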
Target sequence (Q92698 whole entry, looked up): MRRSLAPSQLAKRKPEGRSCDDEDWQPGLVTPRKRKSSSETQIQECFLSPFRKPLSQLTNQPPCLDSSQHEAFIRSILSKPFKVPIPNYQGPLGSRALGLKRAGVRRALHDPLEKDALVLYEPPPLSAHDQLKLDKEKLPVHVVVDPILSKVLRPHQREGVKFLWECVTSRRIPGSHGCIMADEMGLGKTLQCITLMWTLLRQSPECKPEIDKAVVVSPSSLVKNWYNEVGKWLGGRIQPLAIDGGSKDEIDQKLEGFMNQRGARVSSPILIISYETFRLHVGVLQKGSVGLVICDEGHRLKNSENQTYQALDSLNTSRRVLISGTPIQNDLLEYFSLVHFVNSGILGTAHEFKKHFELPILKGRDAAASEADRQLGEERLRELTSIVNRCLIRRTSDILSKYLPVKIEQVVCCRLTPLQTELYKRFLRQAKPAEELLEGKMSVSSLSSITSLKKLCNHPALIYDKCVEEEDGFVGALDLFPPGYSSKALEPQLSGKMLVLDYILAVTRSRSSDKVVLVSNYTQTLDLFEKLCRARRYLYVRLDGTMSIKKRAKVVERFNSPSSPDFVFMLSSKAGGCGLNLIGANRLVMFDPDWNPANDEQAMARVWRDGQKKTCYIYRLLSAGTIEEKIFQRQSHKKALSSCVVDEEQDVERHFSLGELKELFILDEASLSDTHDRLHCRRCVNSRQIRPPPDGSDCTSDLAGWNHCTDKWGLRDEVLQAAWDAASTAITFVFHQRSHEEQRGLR
Numbers without * were called inactive; . = no result given; & = joins results of further samples.

SMILES	EWS-Fli inh	RAD52 inh	S100A4 MyoIIA	esBAF inh	FN deposition inh	Xi reactivation	E-sel inducer	RAD54 inh
CC(C)NC(=O)NNC(=O)Cn1nnc(-c2cccc(Cl)c2Cl)n1	8	-6	-8	.	1	0.0	.	-1
COc1ccc(-c2cn(-c3ccccc3)nc2CO)cc1	-56	-8	3	39	1	0.0	0.3	-12
Cc1cc(NC(=O)Cn2cnc3c(nnn3-c3cccc(F)c3)c2=O)no1	4	-6	-14	.	-7	0.0	.	-3
O=C(c1cccc(OC2CCN(Cc3ccc(F)cc3Cl)CC2)c1)N1CCCC1	.	-5	3	-4	-10	0.0	-0.5	-7
CCOC(=O)c1c(NC(=O)CNC2CCCc3ccccc32)sc(C(N)=O)c1C (stereo unspecified)	10	-6	-4	.	3	0.1	.	.
O=C(Nc1ccc(Br)cc1)C1C2C=CC3(O2)C1C(=O)N(CCN1CCCCC1)C3C(=O)NC1CCCCC1 (stereo unspecified)	16	-6	1	-2	3	0.3	0.1	20
COc1ccccc1CNC(=O)C[C@H]1CC[C@H]2[C@@H](COC[C@H](O)CN2C(=O)Nc2ccc(Cl)cc2)O1	-70	-11	9	34	-4	0.2	0.4	-2
Fc1ccccc1/C=N/N1CCN(Cc2ccccc2Cl)CC1	-43	-6	2	10	-1	0.3	.	-17
Cn1ccnc1SCC(=O)c1ccc(Br)cc1	-20	-13	-2	17	.	.	.	-1
O=C(N[C@H](C(=O)N1CCC[C@H]1C(=O)NCc1ccccc1)C1CCCCC1)c1ccccc1	-2	-6	3	.	-6	0.3	8.7	.
COc1ccc(S(=O)(=O)Nc2ccc3c(c2)C(=O)N([C@H](C)CO)C[C@H](C)[C@@H](CN(C)C(=O)NC2CCCCC2)OCCCC[C@@H](C)O3)cc1	-1	-6	3	11	-1	-0.1	.	-10
CCOC(=O)c1c(NC(=O)COC(=O)CNC(=O)c2ccco2)sc(C(C)=O)c1C	3	-36	5	.	-1	0.0	.	-3
COc1ccc(S(=O)(=O)N2CCN(Cc3cccc([N+](=O)[O-])c3)CC2)cc1	10	8	4	.	-17	0.0	.	-4
NC(=O)c1cc(N=Nc2c(N)[nH]n(-c3c(Cl)cc(Cl)cc3Cl)c2=O)ccc1Cl	-4	-7	0	-5	-7	0.0	.	-7
Brc1ccccc1OCCCCCN1CCOCC1	-14	-6	2	.	4	0.0	.	.
Cc1ccc(-c2nc3ccccc3nc2NN)cc1	-52	-5	-5	.	5	0.3	16	7
CC(=O)Nc1cccc(Oc2cnc3ccccc3n2)c1	.	.	.	10	2	.	16	-2
C[C@@H]1CCCCO[C@@H](CN(C)C(=O)CCCN(C)C)[C@H](C)CN([C@H](C)CO)C(=O)c2cc(NC(=O)CCC(F)(F)F)ccc2O1	-5	-3	18	-1	.	-1.2	2.2	1
C=CCOc1cccc(/C=C\c2nc(O)c([N+](=O)[O-])c(=O)[nH]2)c1	0	-8	-25	-1	-2	0.0	0.0	-9
Cc1onc(-c2ccccc2)c1C(=O)OCc1nnc(-c2ccccc2)o1	-15	-18	-11	20	0	-0.1	0.5	.
NC(=O)c1ccc(NC(=O)c2cncn2-c2ccccc2)cc1	-4	-10	1	-5	2	0.0	.	-2
C[C@@H]1CN([C@@H](C)CO)C(=O)c2cccc(NS(C)(=O)=O)c2O[C@@H]1CN(C)C(=O)Nc1ccc(F)cc1	-6	-2	-3	-1	-29	-1.2	0.0	6
COCCn1c(=NC(=O)c2ccc(S(=O)(=O)N3CCOCC3)cc2)sc2cc(S(N)(=O)=O)ccc21	.	-13	-1	-4	7	0.0	0.9	5
COCC(=O)Nc1ccc2c(c1)C(=O)N(C)C[C@H](OC)[C@@H](C)CN(C(=O)Cc1ccccn1)[C@H](C)CO2	-2	-29	-3	-3	3	0.2	0.5	-1
CC(C)CCN1CCC(CN2C(=O)C(=O)NC[C@@H]2Cc2ccccc2)CC1	-4	-13	-1	-2	9	0.5	0.0	1
COc1ccccc1NC(=O)CSc1nc2c(sc3ccccc32)c(=O)n1CCN(C)C	-3	34	4	4	-1	0.2	-0.8	-1
O=C1NCC(=O)N2[C@@H]1C[C@@H](C(=O)NCc1ccc(F)cc1)[C@H]2c1cccc(OCCO)c1	-6	6	13	.	.	.	.	-11
COc1ccc2c(c1)sc(=N)n2C	13	1	-12	-18	-4	0.0	4.0	-4
O=C(Nc1ccccc1F)N1C[C@H]2[C@@H](c3ccccc31)[C@H](CO)N2C(=O)C1CCOCC1	-12	16	-2	2	-11	0.0	0.0	6
CN1CCN(CCCN(Cc2cccs2)C(=S)Nc2ccc(Cl)cc2)CC1	18	3	-11	.	5	0.3	.	.
CCOc1ncccc1C(=O)OCC(=O)Nc1cc(S(=O)(=O)N2CCCCC2)ccc1Cl	4	-12	-3	1	0	0.1	-0.4	9
CS(=O)(=O)Nc1ccc2c(c1)[C@@H]1C[C@H](CC(=O)NCc3ccccn3)O[C@@H](CO)[C@@H]1O2	6	-11	5	1	.	0.0	-0.2	6
Cn1c(=O)oc2cc(S(=O)(=O)NCCN3CCN(c4ccccc4F)CC3)ccc21	-3	-14	-1	-7	.	0.1	0.0	6
O=C(CSc1ncnc2nc[nH]c12)Nc1nnc(SCc2ccc(Cl)c(Cl)c2)s1	15	-59	2	.	2	0.0	.	.
Cc1nn(CCC(=O)N2CCN(S(=O)(=O)c3ccc(Cl)cc3)CC2)c(C)c1C	4	-12	-3	-6	-2	0.0	0.3	6
CNC(=O)CCCN1C(=O)c2ccccc2Sc2ncccc21	5	-7	-3	-1	3	0.4	-0.1	-5
COc1ccc(C(=O)Nc2cc(C)c3c(=O)oc4ccccc4c3n2)cc1	-3	-66	-3	8	2	0.1	0.2	-5
COc1cc(C2CC(=O)N3CN(Cc4ccccc4)CSC3=C2C#N)ccc1OCc1ccccc1 (stereo unspecified)	0	-17	0	14	0	0.2	0.1	6
CCN1CCN(CCCNC(=O)c2ccc3c(Cl)c4c(nc3c2)CCCC4)CC1	7	17	-4	9	-8	0.0	.	15
COc1ccc(C(=O)Nc2nc3ccc(S(C)(=O)=O)cc3s2)cc1OC	-13	-17	-3	10	1	0.0	.	.
COc1ccc(S(=O)(=O)N(C)C[C@H]2Oc3cc(C#CC4CCCC4)ccc3S(=O)(=O)N([C@@H](C)CO)C[C@H]2C)cc1	17	3	4	5	20	0.0	-3.0	3
Cc1ccc(S(=O)(=O)Oc2ccc(N3C(=O)C4C5CCC(C5)C4C3=O)cc2)cc1 (stereo unspecified)	9	-4	-1	.	-9	0.0	.	.
CCCC1NC(=O)c2cccnc2-n2c1nc1ccccc1c2=O (stereo unspecified)	-22	-11	5	-1	.	0.6	-1.3	5
COc1ccc(Cl)cc1NC(=O)Cn1c(=O)n2nc(C)nc2c2ccccc21	4	1	4	-2	-2	0.3	0.0	-1
C/C(=N\N1CCN(C)CC1)c1ccc(Cl)c(Cl)c1	-17	-1	1	.	10	0.0	0.1	.
C[C@H](CO)N1C[C@H](C)[C@@H](CN(C)Cc2ccccc2C(F)(F)F)OCc2cnnn2CCCC1=O	3	.	.	-6	-2	0.0	-0.2	.
COc1ccc(CCN(C)C2CCCN(S(=O)(=O)c3ccccc3)C2)cc1OC (stereo unspecified)	6	-115	0	-1	2	0.1	0.1	-9
O=C(C[C@@H]1CC[C@@H]2[C@H](COC[C@H](O)CN2S(=O)(=O)c2ccc(F)cc2)O1)NCCN1CCCCC1	1	0	9	12	3	0.1	0.3	4
Cc1cccc(C)c1NC(=O)C1(C)CN(S(C)(=O)=O)CC(=O)N1Cc1ccco1 (stereo unspecified)	1	-8	-3	.	0	0.6	0.5	.
CC[C@]12c3[nH]c4ccc(OC)cc4c3CCN1C(=O)C(CC(=O)NCc1cccc(C(F)(F)F)c1)C[C@@H]2C(=O)N1CCN(C(=O)c2ccco2)CC1 (stereo partly specified)	-1	-15	-4	-1	-9	-0.1	0.0	-11
CCCNC(=O)COC(=O)/C=C/c1ccco1	-1	-12	-4	.	-4	0.0	.	.
CC(=O)CSc1nc(-c2ccccc2)c(-c2ccccc2)o1	2	6	0	-3	-9	0.2	0.1	4
CCOc1ccccc1NC(=O)COC(=O)/C=C/c1ccc(OC)c(OC)c1	7	-5	0	.	3	0.0	.	.
Brc1ccc2oc(-c3ccn[nH]3)cc2c1	-125	-27	14	.	-10	0.1	74*	7
CNc1cncc(-c2ccc(OC)c(OC)c2)n1	-10	-8	-1	-7	2	0.3	0.2	0
Cc1cccc(-n2c(C)cc(/C=N\NC(=O)c3cccs3)c2C)c1	-157	-17	-7	.	-5	-0.1	-1.0	-17
Cc1c(C)c2ccc(OCC(=O)NC3CCN(Cc4ccccc4)CC3)c(C)c2oc1=O	3	-12	-5	-3	5	0.1	.	-1
CCCC(=O)N1CC2(C1)CN(Cc1cccnc1)[C@H](CO)c1[nH]c3cc(OC)ccc3c12	1	-48	3	.	-15	0.0	-0.2	.
O=C(N[C@H]1CC[C@H](CC(=O)N2CCCCC2)O[C@@H]1CO)c1cccc(F)c1	-3&-8	2&-5	5&0	-4	2	-0.1&-0.1	-0.4&9.2	-10
CCCCc1cc(=O)oc2cc(OCC(=O)N3CCC(C(N)=O)CC3)ccc12	8	0	-5	22	.	.	.	-12

In another format: entries from further up.
Order of values: EWS-Fli inh, RAD52 inh, S100A4 MyoIIA, esBAF inh, FN deposition inh, Xi reactivation, E-sel inducer, RAD54 inh
Cc1cccc(C)c1NC(=O)C1(C)CN(S(C)(=O)=O)CC(=O)N1Cc1ccco1 (stereo unspecified)
 : 1, -8, -3, ., 0, 0.6, 0.5, .
CC[C@]12c3[nH]c4ccc(OC)cc4c3CCN1C(=O)C(CC(=O)NCc1cccc(C(F)(F)F)c1)C[C@@H]2C(=O)N1CCN(C(=O)c2ccco2)CC1 (stereo partly specified)
 : -1, -15, -4, -1, -9, -0.1, 0.0, -11
CCCNC(=O)COC(=O)/C=C/c1ccco1
 : -1, -12, -4, ., -4, 0.0, ., .

Later entries:
SMILES	EWS-Fli inh	RAD52 inh	S100A4 MyoIIA	esBAF inh	FN deposition inh	Xi reactivation	E-sel inducer	RAD54 inh
O=C(CCN1C(=O)C2CCCCC2C1=O)Nc1ccc(OC(F)F)cc1 (stereo unspecified)	1	-4	1	.	-1	0.0	0.3	.
Cc1ccc(-c2ccc3c(c2)O[C@@H](CN(C)C(=O)CN(C)C)[C@H](C)CN([C@@H](C)CO)S3(=O)=O)cc1	8	20	-13	0	.	-0.8	1.9	0
CCN(CC)C(=O)c1nc(-c2cccc3ccccc23)no1	-75	-14	-1	70*	1	-0.1	-0.8	-9
O=C(C[C@@H]1CC[C@@H]2[C@H](COC[C@@H](O)CN2Cc2ccncc2)O1)NCC1CC1	11	-11	8	-6	3	0.4	0.1	2
O=C(C[C@H]1CC[C@H]2[C@@H](COC[C@@H](O)CN2C(=O)c2ccccc2F)O1)NCc1ccc(Cl)cc1	3	-4	-3	-1	-11	0.1	-0.1	2
O=P(O)(OCc1ccccc1)OCc1ccccc1	2	4	3	-3	.	.	.	-6
